EPAC2 antagonist: EPAC2 (human) antagonism; Q8WZA2; actives 0.18% (n = 360,000); AID 720708; EPAC2 GEF exchange of Rap1B-BODIPY-GDP, fluorescence; Potency, µM (doses to about 114 µM), without a hit: at the top dose activity, negative = inhibition, hits mostly inhibitors; also: % is scaled to controls: 0 for no effect and ±100 for the full control effect; nearly all actives have a fitted effect of over 45% in size; many of its hits are not listed in these tables
TDP-43 yeast inh: TDP-43 toxicity inhibition in yeast. Potency, µM (highest dose often 46.1 µM), inactives show top-dose growth rescue (activation), usual class: activators. TDP-43 expressing yeast growth rescue, BacTiter-Glo, 24 h. AID 652104. actives 1.8% (n = 410,000); also: % of control where 0% means no effect; nearly all actives have a fitted effect of over 50% in size
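In this qHTS, compounds that restore growth of yeast expressing TDP-43 appear as activators. Cells (OD600=0.02, galactose medium, raffinose-pregrown) are incubated with compound 24 hr at 30 deg C and growth is quantified by BacTiter-Glo.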
EPAC2 ag: agonists of human EPAC2 (RAPGEF4); AID 720711; Potency, µM (doses to about 154 µM), inactives show at the highest dose activation, most hits filed as activators; actives 0.079% (n = 360,000); EPAC2 activation, biochemical qHTS; response scale: 100% = 6.5 mM cAMP response; also: nearly all actives have a fitted effect of over 50% in size
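Setup: EPAC2 100 nM, labeled Rap1B complex 250 nM, free GDP 50 uM. Compound titrations pinned in, brief spin, 5 min room temperature incubation. Kinetic fluorescence read over 30 min, normalized to 6.5 mM cAMP.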
aSyn yeast inh: rescues yeast growth from alpha-synuclein toxicity | Yeast expressing alpha-synuclein, growth rescue, BacTiter-Glo, 24 h | Potency, µM (doses to about 46.1 µM), without a hit: top-dose growth rescue (activation), hits mostly activators | actives 0.14% (n = 370,000) | AID 652106; also: % of control where 0% means no effect; nearly all actives have a fitted effect of over 65% in size
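Readout is rescue of growth in alpha-synuclein-expressing yeast, so inhibitors of toxicity appear as activators. Growth after 24 hr at 30 deg C in galactose medium is quantified by luminescence.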
FUS suppressor: FUS proteinopathy suppression in yeast; S. cerevisiae FUS-expressing, growth rescue, OD600, 24 h; Potency, µM (doses to about 76.6 µM), for inactives: top-dose growth rescue (activation), hits mostly activators; actives 0.24% (n = 390,000); AID 1347120;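 also: plate controls were DMSO vehicle for no effect and reference control for full effect; nearly all actives have a fitted effect of over 55% in size; some results filed as inactive show a strong effect at the top dose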
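Yeast expressing FUS under galactose induction, OD 0.005 in 2% galactose medium; compounds in a dilution series, 24 h at 30C. Growth rescue by absorbance at 600 nm; CP55940 positive control, DMSO negative.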
EPAC1 ag: agonists of human EPAC1; O95398; EPAC1 agonist qHTS, biochemical assay; response scale: 100% = response to 6.5 mM cAMP; Potency, µM (series often up to 154 µM), for inactives: top-dose activation, usual class: activators; actives 0.073% (n = 360,000); AID 720707; also: nearly all actives have a fitted effect of over 60% in size
Target sequence (O95398 whole entry, looked up): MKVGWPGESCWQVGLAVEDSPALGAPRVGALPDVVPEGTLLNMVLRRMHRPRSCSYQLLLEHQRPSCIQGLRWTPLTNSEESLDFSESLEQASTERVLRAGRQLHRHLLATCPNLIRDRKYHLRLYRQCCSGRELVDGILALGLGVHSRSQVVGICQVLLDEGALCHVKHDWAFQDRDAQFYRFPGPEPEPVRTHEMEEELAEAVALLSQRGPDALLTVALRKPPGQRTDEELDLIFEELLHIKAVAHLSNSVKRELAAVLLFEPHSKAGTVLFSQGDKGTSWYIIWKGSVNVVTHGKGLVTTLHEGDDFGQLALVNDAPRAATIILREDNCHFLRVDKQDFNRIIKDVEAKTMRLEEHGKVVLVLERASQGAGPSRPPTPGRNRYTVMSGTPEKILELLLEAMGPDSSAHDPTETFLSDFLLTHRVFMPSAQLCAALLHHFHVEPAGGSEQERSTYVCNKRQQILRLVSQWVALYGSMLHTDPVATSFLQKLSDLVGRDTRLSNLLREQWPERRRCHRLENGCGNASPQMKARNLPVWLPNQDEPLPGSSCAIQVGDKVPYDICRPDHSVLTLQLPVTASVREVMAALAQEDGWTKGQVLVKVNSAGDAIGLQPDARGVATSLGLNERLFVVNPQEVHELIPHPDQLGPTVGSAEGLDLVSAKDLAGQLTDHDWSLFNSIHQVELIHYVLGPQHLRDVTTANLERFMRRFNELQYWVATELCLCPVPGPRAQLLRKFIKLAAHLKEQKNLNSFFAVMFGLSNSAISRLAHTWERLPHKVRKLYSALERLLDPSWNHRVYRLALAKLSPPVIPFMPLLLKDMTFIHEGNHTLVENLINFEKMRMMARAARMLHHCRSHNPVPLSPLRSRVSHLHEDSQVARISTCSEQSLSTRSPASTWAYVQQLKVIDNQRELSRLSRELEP
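Nucleotide exchange assay: 100 nM EPAC1 with 250 nM Rap1B loaded with BODIPY-GDP and 50 uM GDP, room temperature. Fluorescence (480/540 nm) read every 5 min for 30 min; signal change normalized to 6.5 mM cAMP as full agonist.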
EPAC1 antagonist: antagonists of human EPAC1 | O95398 | EPAC1 GEF assay, Rap1b-BODIPY-GDP exchange fluorescence | Potency, µM (series often up to 115 µM), without a hit: at the highest dose activity change, negative = inhibition, hits mostly inhibitors | actives 0.14% (n = 360,000) | AID 720709;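 also: plate controls were vehicle for no effect and positive control for full effect; nearly all actives have a fitted effect of over 50% in size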
PTHR1 ag: activates the human parathyroid hormone receptor PTHR1 | Q03431 | HEK293 GP2 PTHR1 cells, GloSensor cAMP luminescence, 1 h | Potency, µM (top dose mostly 115 µM), without a hit: at the top dose activation, hits mostly activators | actives 0.075% (n = 410,000) | AID 743266; also: nearly all actives have a fitted effect of over 55% in size; some results filed as inactive show a strong effect at the top dose; inactives centre near -15; many of its hits are not listed in these tables
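HEK-293-derived GP2 cells expressing PTHR1 and a GloSensor cAMP reporter, 3,000/well, plated overnight, given luciferin plus IBMX (each 0.5 mM as added) for 1 h at 37 °C, then compound for 1 h at 37 °C. Luminescence was read after 15 min at room temperature.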
* hit, by the source's call; i = inactive; ? = inconclusive; . = not tested or not shown; & = joins results of further samples; [ ] = remark or other dose. Calls follow the shape of the dose curve; as a rule, active = well fitted curve in the direction sought with a large enough effect; inconclusive = small, poorly fitted or top-dose-only effect, or another doubt; inactive = no such curve, though single readings can be large; an effect the other way counts as inactive or inconclusive. Potency is read from the fitted curve at half-maximal effect. This is a subset, so the mix of outcomes need not match the whole.

SMILES	EPAC2 antagonist	TDP-43 yeast inh	EPAC2 ag	aSyn yeast inh	FUS suppressor	EPAC1 ag	EPAC1 antagonist	PTHR1 ag
COc1ccc(-c2cc(C(=O)Nc3ccc(C(N)=O)cc3)c3ccccc3n2)cc1OC	13%	-17%	10%	-4%	21%	-2%	11%	-17%
Cc1cccc(CCN(C(=O)c2csnn2)C(C(=O)NC2CCCC2)c2ccco2)c1 (configuration not stated)	-11%	-4%	8%	2%	26%	0%	-10%	6%
O=C(C(Cc1ccccc1)n1cccc1)N1CCCCCC1 (configuration not stated)	-12%	22%	6%	1%	-23%	-19%	-5%	-24%
O=C(Nc1ccc2c(c1)OCO2)c1cccs1	1%	-37%[inhibitor]	8%	-16%	16%	6%	-3%	-8%[57.5 µM]
O=C(NCCN1CCOCC1)c1cc2c(=O)n3ccccc3nc2n1Cc1ccccc1	-2%	-13%	4%	11%	13%	-3%	-1%	-1%
S=c1[nH]nc(-c2ccco2)n1/N=C/c1cccs1	2%	5%	-5%	-1%	-17%	8%	6%	i
COC(=O)c1ccc2c(=O)n(Cc3ccc(C(=O)NC4CCCC4)cc3)c(=S)[nH]c2c1	8%	6%	-8%	3%	.	4%	-12%	i
COCCCNC(=O)CCNS(=O)(=O)c1ccc(C)cc1	11%	-21%	9%	-12%	?	3%	-1%	?
COc1ccc(S(=O)(=O)N2CCNC(=O)CC2)cc1	9%	0%	9%	-2%	-15%	-22%	-13%	-15%
O=C(COC(=O)c1ccc([N+](=O)[O-])cc1)NCCC1=CCCCC1	-11%	18%	-4%	-5%	-17%	-7%	-12%	-11%
CN(C(=O)COC(=O)CCc1c[nH]c2ccccc12)C(c1ccccc1)c1ccccc1	-11%	-12%	2%	23%	.	0%	?	i
C=CCNC(=S)NNC(=O)CCC(O)CCCCC (configuration not stated)	1%	-13%	7%	-13%	-11%	-12%	-1%	-5%[57.5 µM]
CCOC(=O)COc1ccc(C(=O)NC2CCCCC2)cc1	-2%	1%	2%	4%	16%	4%	-1%	-6%[57.5 µM]
CCCCSc1nnc2[nH]c(=O)cc(N)n12	1%	-18%	-2%	13%	11%	0%	-8%	i
COCCCNC(=O)C1CCC(=O)N1Cc1ccccc1Cl (configuration not stated)	8%	2%	-1%	2%	-20%	-7%	1%	i
Cn1cc(/C=C(\NC(=O)c2ccccc2)C(=O)NCCCn2ccnc2)c2ccccc21	2%	2%	5%	-3%	-16%	-14%	12%	-23%
COc1ccc(CN2C(=NC(=O)C3CC3)SC3CS(=O)(=O)CC32)cc1OC (configuration not stated)	-3%	0%	-9%	2%	8%	-12%	-29%	10%
CC1CN(S(=O)(=O)N2CCOCC2)CCN1S(=O)(=O)N1CCOCC1 (configuration not stated)	3%	-17%	8%	1%	10%	18%	21%	-2%
O=P(Cc1ccccn1)(c1ccccc1)c1ccccc1	1%	-3%	2%	2%	8%	1%	18%	-68%[57.5 µM]
C/C(CC(=O)Nc1ccccn1)=N\NC(=O)C(=O)Nc1cccc(Cl)c1C	-8%	9%	-83%[inhibitor][15.6 µM]	-8%	14%	-13%	-3%	-4%[57.5 µM]
Cc1ccc(S(=O)(=O)/C(C#N)=C/c2c(N3CCN(C)CC3)nc3c(C)cccn3c2=O)cc1	-11%	-3%	10%	0%	-1%	2%	-6%	i
O=C(O)CCC(=O)Nc1ccc(S(=O)(=O)Nc2nccs2)cc1	-7%	0%	2%	1%	-24%	-12%	8%	-23%
O=C1CCN(Cc2ccccc2)C=C1c1cccc(O)c1	0%	11%	1%	0%	-11%	-12%	12%	-25%
NC(=NCc1ccccc1)NN=Cc1ccnc2ccccc12	2%	0%	0%	5%	-23%	0%	-1%	-20%
CC(C)Oc1cccc(C(=O)Nc2ccc(N3CCN(S(C)(=O)=O)CC3)cc2)c1	3%	?	-3%	17%	24%	5%	14%	-11%[57.5 µM]

Arranged by count of non-hydrogen atoms (low to high): twelve of the compounds above.
SMILES	EPAC2 antagonist	TDP-43 yeast inh	EPAC2 ag	aSyn yeast inh	FUS suppressor	EPAC1 ag	EPAC1 antagonist	PTHR1 ag
CCCCSc1nnc2[nH]c(=O)cc(N)n12	1%	-18%	-2%	13%	11%	0%	-8%	i
S=c1[nH]nc(-c2ccco2)n1/N=C/c1cccs1	2%	5%	-5%	-1%	-17%	8%	6%	i
C=CCNC(=S)NNC(=O)CCC(O)CCCCC (configuration not stated)	1%	-13%	7%	-13%	-11%	-12%	-1%	-5%[57.5 µM]
COCCCNC(=O)CCNS(=O)(=O)c1ccc(C)cc1	11%	-21%	9%	-12%	?	3%	-1%	?
O=C(C(Cc1ccccc1)n1cccc1)N1CCCCCC1 (configuration not stated)	-12%	22%	6%	1%	-23%	-19%	-5%	-24%
NC(=NCc1ccccc1)NN=Cc1ccnc2ccccc12	2%	0%	0%	5%	-23%	0%	-1%	-20%
O=C(COC(=O)c1ccc([N+](=O)[O-])cc1)NCCC1=CCCCC1	-11%	18%	-4%	-5%	-17%	-7%	-12%	-11%
CC1CN(S(=O)(=O)N2CCOCC2)CCN1S(=O)(=O)N1CCOCC1 (configuration not stated)	3%	-17%	8%	1%	10%	18%	21%	-2%
CC(C)Oc1cccc(C(=O)Nc2ccc(N3CCN(S(C)(=O)=O)CC3)cc2)c1	3%	?	-3%	17%	24%	5%	14%	-11%[57.5 µM]
COC(=O)c1ccc2c(=O)n(Cc3ccc(C(=O)NC4CCCC4)cc3)c(=S)[nH]c2c1	8%	6%	-8%	3%	.	4%	-12%	i
CN(C(=O)COC(=O)CCc1c[nH]c2ccccc12)C(c1ccccc1)c1ccccc1	-11%	-12%	2%	23%	.	0%	?	i
Cc1ccc(S(=O)(=O)/C(C#N)=C/c2c(N3CCN(C)CC3)nc3c(C)cccn3c2=O)cc1	-11%	-3%	10%	0%	-1%	2%	-6%	i

Continuation:
SMILES	EPAC2 antagonist	TDP-43 yeast inh	EPAC2 ag	aSyn yeast inh	FUS suppressor	EPAC1 ag	EPAC1 antagonist	PTHR1 ag
Cc1cc(=O)[nH]c(SCc2csc(-c3ccccc3)n2)n1	-2%	?	1%	-7%	.	-3%	-2%	-22%
O/N=C/c1ccc2ccccc2n1	0%	21%	7%	2%	20%	6%	3%	-10%
CCn1cc(CN2CCC(C(=O)Nc3ccc(Oc4ccccc4F)cc3)CC2)c(C)n1	4%	-12%	12%	0%	12%	-5%	-4%	-38%[inhibitor]
NC(=O)c1nccc2ccccc12	13%	?	12%	-7%	.	-5%	5%	i
CCn1cc(CN2CCC(C(=O)Nc3cccc(-c4cccc(OC)c4)c3)CC2)c(C)n1	14%	8%	-3%	-1%	.	1%	0%	i
COc1nc(N/N=C/c2ccccc2F)nc(N2CCCCC2)n1	-2%	-2%	-2%	-4%	5%	10%	5%	?
CCCCCc1ccc(-c2ccc(OC)cc2)nc1	0%	4%	-1%	-6%	7%	-6%	-1%	-9%
COc1ccc(OC)c(NC(=O)c2ccc(NC(C)=O)cc2)c1	20%	-5%	8%	2%	25%	4%	10%	-1%[57.5 µM]
CCN(CC)CC(=O)NC1CC(C)(C)Cc2c1cnn2-c1ccc(F)cc1 (configuration not stated)	-1%	16%	-2%	6%	-14%	2%	0%	-9%
Cc1cc(O)ccc1N1C(=O)c2cccc3cc([N+](=O)[O-])cc(c23)C1=O	1%	4%	3%	1%	4%	7%	10%	i
CC(=O)/C(N=Nc1cccc(C(F)(F)F)c1)=C(\C)O	7%	-5%	-6%	-1%	-29%	-3%	15%	i
O=C(COC(=O)C12CC3CC(CC(Br)(C3)C1)C2)Nc1c(F)cccc1F	0%	0%	8%	5%	26%	8%	-5%	-15%
Cc1ccccc1/C=C/c1nc2ccccc2c(=O)[nH]1	-7%	-9%	3%	-16%	11%	10%	-2%	-17%
Cc1ccc(OCC(=O)NNC(=O)c2ccc(-n3cncn3)c([N+](=O)[O-])c2)cc1	-3%	4%	-1%	7%	2%	2%	7%	i
COc1ccc2oc(C(=O)OCC(=O)N3CCC(C)CC3)c(C)c2c1	-2%	-16%	9%	8%	11%	-3%	-7%	-26%
CCCCS(=O)CC(CS(=O)CCCC)OC(=O)c1ccc(C)cc1 (configuration not stated)	-5%	-9%	0%	2%	12%	-4%	0%	14%[57.5 µM]
Cc1ccc(CN2CCN(Cc3cnn(-c4ccc(F)cc4)c3)CC2CCO)o1 (configuration not stated)	4%	-11%	-5%	2%	24%	-3%	5%	-19%
COc1ccccc1Nc1nn2c(=O)c3ccc(C(=O)NCCC4=CCCCC4)cc3nc2s1	.	5%	.	-4%	-4%	.	.	-11%
COCC1CCCCN1C(=O)c1ccc(OC2CCN(Cc3ccccn3)CC2)cc1 (configuration not stated)	0%	8%	-5%	-2%	5%	0%	-4%	i
O=C(COc1coc(CN2CCN(c3ccccc3)CC2)cc1=O)NCC1CCCO1 (configuration not stated)	-5%	1%	4%	-1%	13%	8%	-10%	i
COC(=O)c1ccc(Cn2ccc(=O)[nH]c2=O)cc1	13%	11%	-1%	-8%	-5%	0%	2%	-12%
COC(=O)c1[nH]c(C)c(/C(O)=C2\C(=O)C(=O)N(CCN(C)C)C2c2ccccc2OC)c1C (configuration not stated)	-8%	-16%	10%	-3%	?	3%	-9%	?
CCOC(=O)N1CCC(NC(=O)COc2cc(=O)n(C)c3ccccc23)CC1	6%	-10%	-6%	0%	-19%	-9%	-14%	-10%
Cc1ccc(C)c(NC(=O)CCNS(=O)(=O)c2ccc3[nH]c(=O)oc3c2)c1	4%	-4%	8%	-4%	10%&-9%	4%	1%	i
CCC1(c2ccc(F)cc2)NC(=O)N(CC(=O)Nc2ccc3c(c2)OCCO3)C1=O (configuration not stated)	-8%	4%	-1%	9%	-7%	1%	-15%	-27%
COc1cccc(C(C)=NNc2ccc([N+](=O)[O-])cc2[N+](=O)[O-])c1OC	-9%	0%	7%	3%	?	-1%	8%	-24%
CCc1ccc(CNC(=O)C2CC(=O)N(CCc3ccc(C)cc3)C2)cc1 (configuration not stated)	-15%	8%	-5%	7%	44%	6%	-21%	21%

Bioassay records deposited in PubChem by National Center for Advancing Translational Sciences (NCATS).
